# TROY NFkB inh – TROY signaling inhibition | Q293 LMP1-TROYcd NF-kB luciferase reporter, 4 h | inhibition, % at 10 µM | 360,000 tested, 0.98% active | AID 1347056;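 active = compounds whose plate-normalised and pattern-corrected inhibition of the luciferase reporter signal at the single screening dose is 50% or more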
# Vif imaging – inhibitors of HIV Vif. AID 602346. HEK293T cells, Vif self-association by quenched fluorescence, imaging, 24 h. inhibition, % at 7.49 µM. 340,000 tested, 0.35% active; in the data active = inhibition above about 50%, passing the limit was not always enough; inconclusive = no clear call, values can overlap the other calls; inactive = below about 31%; note: some results filed as inactive read as strong as hits
# NCOA3 inh – inhibitors of human steroid receptor coactivator 3 (SRC3); Q9Y6Q9; HEK293 GAL4-SRC3 luciferase reporter, luminescence; inhibition, % at 3.6 µM; 360,000 tested, 0.17% active; AID 588352;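 active = inhibition above a per-campaign cutoff, the mean of all compounds plus 3 SD, cut at about 60% in these data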;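 note: 0% = DMSO-treated cells and 100% = gossypol-treated cells at 36 µM; higher means less SRC3-driven luciferase light from the GAL4 reporter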
# TLR9-MyD88 block – inhibitors of human TLR9-MyD88 binding; inhibition, % at 4.98 µM; AID 504734; 340,000 tested, 0.21% active; Q9NR96+Q99836; CHO BLA complementation TLR9-MyD88, CCF4 FRET ratio;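 active = inhibition above the mean over all tested compounds plus 3 SD, cut at about 21% in these data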;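 note: 0% = DMSO only wells and 100% = clavulanate BLA inhibitor control wells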
# NR5A2 inv ag – NR5A2 inverse agonism in reporter assay. O00482. HEK293T StAR-luciferase reporter, LRH-1 transfected, 24 h. inhibition, % at 3.6 µM. 360,000 tested, 0.13% active. AID 602396;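 active = inhibition above the mean inhibition of all tested compounds plus 3 SD, cut at about 73% in these data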;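 note: 0% = DMSO wells and 100% = reporter-only cells lacking LRH-1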
# NR2F2 inh – blocks human COUP-TFII nuclear receptor. 370,000 tested, 0.7% active. HEK293T NGFI-A luciferase reporter, luminescence. inhibition, % at 8.6 µM. P24468;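 active = inhibition above a per-plate cutoff, mean inhibition of test wells between control levels plus 3 SD, cut at about 38% in these data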;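 note: cells cotransfected with COUP-TFII expression vector driving the NGFI-A reporter; 0% = median of COUP-TF2 test wells and 100% = reporter-only cells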
# Target sequence (P24468 whole entry, looked up): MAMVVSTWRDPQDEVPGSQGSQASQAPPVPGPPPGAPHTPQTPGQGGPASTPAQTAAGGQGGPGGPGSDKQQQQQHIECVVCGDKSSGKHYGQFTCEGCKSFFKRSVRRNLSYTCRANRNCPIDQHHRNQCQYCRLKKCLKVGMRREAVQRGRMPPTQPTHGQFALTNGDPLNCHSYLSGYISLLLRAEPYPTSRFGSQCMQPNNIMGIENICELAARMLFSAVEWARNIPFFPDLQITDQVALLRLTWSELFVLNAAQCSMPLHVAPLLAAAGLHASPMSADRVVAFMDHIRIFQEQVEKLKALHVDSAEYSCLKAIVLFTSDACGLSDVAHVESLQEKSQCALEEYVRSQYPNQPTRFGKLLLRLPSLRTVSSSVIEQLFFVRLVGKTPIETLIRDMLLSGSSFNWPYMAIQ
# NOD2 RIPK2 PPI – NOD2-RIPK2 protein interaction inhibition; CHO BLA complementation NOD2-RIPK2, CCF4 ratio; inhibition, % at 4.98 µM; AID 624267; 360,000 tested, 0.38% active; in the data active = inhibition above about 21%;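 note: 0% = vehicle only and 100% = reference blocker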
# Target sequence (O43353 whole entry, looked up): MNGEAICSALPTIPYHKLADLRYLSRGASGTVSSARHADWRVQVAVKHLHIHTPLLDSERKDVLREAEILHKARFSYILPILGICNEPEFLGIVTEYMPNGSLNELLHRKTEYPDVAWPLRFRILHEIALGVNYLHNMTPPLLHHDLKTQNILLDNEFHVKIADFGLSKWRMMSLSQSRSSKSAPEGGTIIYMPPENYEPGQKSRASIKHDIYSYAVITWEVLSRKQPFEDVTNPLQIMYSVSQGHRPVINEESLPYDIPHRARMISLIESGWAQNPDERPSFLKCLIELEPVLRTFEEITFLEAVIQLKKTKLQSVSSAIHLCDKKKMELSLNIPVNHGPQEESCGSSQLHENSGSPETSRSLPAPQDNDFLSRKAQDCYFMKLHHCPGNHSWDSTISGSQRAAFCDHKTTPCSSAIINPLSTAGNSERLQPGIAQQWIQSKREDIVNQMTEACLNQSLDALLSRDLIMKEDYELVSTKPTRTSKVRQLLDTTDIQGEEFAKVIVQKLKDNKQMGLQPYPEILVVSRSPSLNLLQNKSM
# C8 TRAIL sens – caspase-8 TRAIL sensitization. 360,000 tested, 1% active. AID 624354. inhibition (viability loss, TRAIL sensitization), % at 10 µM. NB7+C8 cells + TRAIL, ATPlite viability luminescence;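 active = compounds causing at least 50% loss of cell viability in the single-dose screen, relative to plate controls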
# SRC2 inh – inhibits human steroid receptor coactivator 2; Q15596; HEK293 GAL4-SRC2 luciferase reporter, luminescence; inhibition, % at 9 µM; 370,000 tested, 0.17% active; AID 651957;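 active = inhibition above the mean inhibition of all tested compounds plus 3 SD, set per campaign, cut at about 52% in these data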;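 note: 0% = DMSO treated cells and 100% = cells given Gossypol at 36 µM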
# SRC1 inh – inhibitors of human steroid receptor coactivator 1 (SRC1); Q15788; HEK293 GAL4-SRC1 luciferase reporter, luminescence; inhibition, % at 3.6 µM; 360,000 tested, 0.12% active; AID 588354;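 active = inhibition above the campaign mean plus 3 SD, with each screening campaign given its own cutoff, cut at about 60% in these data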;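 note: 0% = DMSO treated cells and 100% = gossypol at 36 µM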
# EBV LMP1 NFkB – reduces LMP1-driven NF-kappaB luciferase signal. 350,000 tested, 0.69% active. LMP1-induced NF-kappaB luciferase reporter cells, luminescence. AID 504558. inhibition, % at 12.5 µM; in the data active = inhibition above about 41%; inconclusive = no clear call, values can overlap the other calls;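 note: 0% = neutral control wells and 100% = reference inhibitor control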
# Active calls of the source: *; ? = inconclusive; · = not tested or not shown. A portion of the library (hit frequency here may not be typical).
structure	TROY NFkB inh	Vif imaging	NCOA3 inh	TLR9-MyD88 block	NR5A2 inv ag	NR2F2 inh	NOD2 RIPK2 PPI	C8 TRAIL sens	SRC2 inh	SRC1 inh	EBV LMP1 NFkB
COc1ccc(N2CC(C(=O)Nc3nccs3)CC2=O)cc1 (stereo unspecified)	8	1	7	-5	11	4	-1	-16	-18	4	3
CCCN(CCC)C(C)C(=O)NCC1(c2ccccc2)CCCC1 (stereo unspecified)	-1	7	-12	6	-4	15	2	4	-8	3	-4
COc1ccc(C2C(C#N)=C(N)Oc3c2sc2nc(C)cc(C)c32)cc1 (stereo unspecified)	-19	2	0	6	-23	12	-21	-6	6	-34	-7
Cc1cc(C)c(-c2cc(NC(=O)COC(=O)c3ccc(CO)cc3)n(-c3ccccc3)n2)cc1C	29	4	3	-2	0	9	-9	-1	-29	-1	4
CC1CCN(C(=O)COC(=O)C2CCN(S(=O)(=O)c3ccc4c(c3)OCCO4)CC2)CC1	10	2	-12	4	-6	14	12	0	3	8	-5
O=C(COC(=O)C1CCN(c2ccc(C(F)(F)F)cn2)CC1)NCc1ccc(F)cc1	-17	-1	-16	10	-12	-5	3	5	0	-18	1
COc1ccc(C/C(C)=N\NC(=O)c2c[nH]c3ccccc23)cc1OC	-2	3	-9	-2	-70	-31	18	3	-62	-41	-4
COc1ccccc1CNC(=O)[C@@H]1CCCN1C(=O)[C@@H]1Cc2ccccc2CN1C(=O)OC(C)(C)C	11	-1	14	-5	11	9	-4	-1	1	6	-1
COc1cc(/C=C/C(=O)N2C(=O)c3cccc(N)c3C2=O)cc(OC)c1OC	-37	?	-6	0	-15	3	2	0	14	8	-30
O=C1CC(N2CCCc3ccccc32)C(=O)N1c1ccccc1 (stereo unspecified)	-33	-3	-15	-1	11	3	-1	7	-8	9	-5
COc1ccccc1C(CNC(=O)c1cccc(S(=O)(=O)Nc2ccc(C)cc2)c1)N(C)C (stereo unspecified)	-5	-7	-4	-10	4	-9	0	13	-2	9	5
CC1(C)c2[nH]c3ccccc3c2C[C@H]2C(=O)N(CCCCCO)CC(=O)N21	10	4	-8	1	-4	-18	-11	-5	8	7	0
CSc1nccc(NC(=O)c2ccc(C(C)(C)C)cc2)n1	1	-11	-30	-5	-16	65*	-2	42	-12	-31	-7
COc1ccc(/C=C(/C(=O)c2cccs2)N2C=CC=CC2=C(C#N)C#N)cc1	40	-3	-23	15	-28	-22	0	-10	-48	-29	0
OC(Cn1cnnc1)c1ccccc1 (stereo unspecified)	4	5	-10	-9	8	-3	-8	-11	-5	8	5
COc1ccc(C(=O)OCC(=O)NCC2CCCO2)c(F)c1 (stereo unspecified)	-5	-4	-1	2	17	-4	-2	-10	13	-6	-6
CCc1cc(C(=O)NCC(c2ccc(OC)cc2)N2CCOCC2)sc1C (stereo unspecified)	-42	-5	12	6	19	9	2	-3	8	-16	28
CC1CCN(C(=O)C2CCN(CC(C)c3ccccc3)CC2)CC1 (stereo unspecified)	2	26	0	-12	-7	12	-5	-5	5	-17	-6
O=c1c2cc(Cl)ccc2nc(-c2ccc([N+](=O)[O-])cc2)n1O	18	1	12	5	14	8	2	-3	1	-14	0
Clc1cccc(OCc2nnc(-c3ccccc3Br)o2)c1	-25	-2	-40	6	-35	-20	2	21	-26	-8	-18
CCCOc1ccc(NC(=O)CCC(=O)NC(C)c2ccccc2)cc1 (stereo unspecified)	-3	-3	1	10	6	-2	-7	11	7	-2	2
Cc1ccccc1-n1cnc2cc(NCc3cccs3)ccc21	33	-2	-3	-3	-62	-3	3	4	-8	-22	11
COc1ccc(NC(=O)c2ccc(Cl)nc2)cc1S(=O)(=O)N1CCCCC1	16	-1	21	-7	5	18	-6	3	10	18	5
COc1cc(CN2C(=O)C(C)ON=C2c2ncccc2C)cc(OC)c1 (stereo unspecified)	-16	4	-2	·	20	-10	-7	10	-25	-14	·
Cc1ccc2[nH]c(C(=O)N3CCCCC3)cc2c1	-32	-6	-72	-2	-100	-43	-5	-9	-15	-51	-14
COc1ccc(N2CCN(C(=O)CC3NC4CCCCC4NC3=O)CC2)cc1 (stereo unspecified)	-7	-6	-2	1	14	8	-2	-4	10	-2	4
COc1ccc(/C=C2\N=C(SC)NC2=O)cc1	-16	-1	3	-10	-18	-5	-9	-8	-15	2	7
Cc1ccc(NC(=O)/C(=C/c2ccco2)c2ccccc2)c(C)c1	-7	-6	-4	-7	11	4	-6	-4	3	-9	6
CC1=NN(C(N)=S)C(=O)C1N=Nc1c(C)cc(C)cc1C (stereo unspecified)	-21	33	-6	11	-19	24	-2	0	4	-11	6
C(=C\c1nc(N2CCCC2)c2ccccc2n1)/c1ccccc1	-38	1	-5	-14	-4	2	2	27	-38	-12	-4

# Other results follow.
# Order of results: TROY NFkB inh | Vif imaging | NCOA3 inh | TLR9-MyD88 block | NR5A2 inv ag | NR2F2 inh | NOD2 RIPK2 PPI | C8 TRAIL sens | SRC2 inh | SRC1 inh | EBV LMP1 NFkB
CC1CC(C)CN(C(=O)CCCn2c(=O)c3cccn3c3cccnc32)C1 (stereo unspecified)
 : 1 | -1 | -5 | 2 | -14 | 10 | 3 | -14 | 8 | 15 | 1
Cn1c(=O)oc2cc(S(=O)(=O)NCCC(=O)N3CCc4ccccc4C3)ccc21
 : 3 | -1 | -4 | 10 | 3 | · | -13 | -2 | · | 7 | -3
COc1ccc(-n2c(SCC(N)=O)nnc2-c2cccnc2)cc1
 : 17 | -5 | 1 | -1 | 8 | -17 | -4 | 5 | -14 | 0 | -10
Cc1ccc(-c2csc(/C(C#N)=C/Nc3ccccc3SC(F)(F)F)n2)c(C)c1
 : -3 | 13 | 3 | 0 | -6 | -1 | 3 | -6 | -6 | -3 | -11
O=C(CCCn1cncn1)N1CCCC(Nc2ccc(F)cc2)C1 (stereo unspecified)
 : -4 | 13 | 16 | 0 | -2 | 4 | -8 | -7 | -42 | 5 | -2
O=C(Nc1ccc2c(c1)C(=O)N(CC1CCCO1)C2=O)c1cccc(Br)c1 (stereo unspecified)
 : 22 | -17 | -35 | -14 | -15 | 11 | -3 | -2 | -13 | -27 | 3
CN(Cc1ccccc1)C(=O)COC(=O)/C=C/c1ccco1
 : -1 | -2 | 7 | -2 | 0 | 4 | -4 | 6 | -4 | -3 | -5
COc1cccc(-c2nnc(SCC(=O)OC(C)C)n2Cc2ccco2)c1
 : 2 | 3 | 12 | 2 | 11 | 19 | -8 | -4 | 11 | -3 | -1
COc1ccc2c(c1)nc(CN1CCN(CCO)CC1)n2C
 : 15 | -4 | 7 | -7 | 6 | -18 | 0 | -10 | -5 | -11 | 6
COc1ccc(N(C(=O)CCl)C(C(=O)NCCc2ccccc2)c2cccs2)cc1 (stereo unspecified)
 : -17 | 3 | 71* | 3 | -18 | 5 | 6 | 98* | 47 | 3 | -3
Cn1cc([N+](=O)[O-])c(C(=O)Nc2cc(Oc3ccccc3)cc([N+](=O)[O-])c2)n1
 : 12 | 4 | 11 | 6 | -23 | 1 | 3 | -4 | 9 | -25 | -15
CCOn1c(=O)c(=O)n(OCc2ccccc2)c2ccccc21
 : -13 | -4 | -23 | 7 | 12 | 11 | -7 | -4 | -20 | -3 | -2
O=C(O)CN(c1ccccc1F)S(=O)(=O)c1ccccc1
 : 2 | 19 | 18 | 0 | 12 | -17 | -5 | -10 | 9 | 14 | -6
COc1ccc(C(=O)c2coc3c2C(=O)C(=O)c2ccccc2-3)cc1
 : 0 | -5 | -40 | 3 | -17 | -39 | -1 | 8 | -31 | -34 | 10
CCc1ccc(C2c3[nH]c4ccccc4c3CCN2C(=O)c2cc(C)nn2C)cc1 (stereo unspecified)
 : 28 | 1 | -1 | -2 | 25 | -6 | 2 | 18 | -26 | -4 | 5
Cc1cc(C)cc(NC(=O)Cn2c(=O)oc3cc(S(=O)(=O)N4CCC(C)CC4)ccc32)c1
 : 4 | · | -11 | -14 | 4 | 12 | -1 | 7 | 11 | -17 | -18
CCc1ccc(N2CC(C(=O)N3CCN(S(=O)(=O)c4cccc(F)c4)CC3)CC2=O)cc1 (stereo unspecified)
 : -2 | -2 | 5 | 0 | 24 | 3 | 0 | -3 | 1 | -1 | -2
O=C(O)c1ccc(NC(=O)C2CC=CCC2C(=O)O)cc1 (stereo unspecified)
 : -2 | 3 | -9 | 12 | -5 | -15 | -10 | -12 | -15 | 1 | 2
Cc1ccc(C(=O)NCc2ccccc2CN2CCCC2)cc1S(=O)(=O)N1CCOCC1
 : 8 | 24 | 8 | -14 | -2 | 10 | -1 | 6 | 2 | 0 | 2
CCCCCC(=O)Nc1cccc(S(=O)(=O)NC2=NCCC2)c1
 : 2 | -14 | 15 | -2 | -1 | 13 | -3 | -6 | -22 | 2 | -1
COc1cc(NC(=O)c2ccccc2-c2ccccc2)cc(OC)c1
 : 19 | 1 | 15 | -1 | 10 | -14 | -14 | -4 | 7 | -33 | -1
CC(C)CN1CCN(C(=O)CCc2nnc(Cc3c[nH]c4ccccc34)o2)[C@@H](C)C1=O
 : -20 | -10 | -4 | 7 | 4 | -16 | -2 | 8 | -35 | -50 | 0

# Entries above containing fluorine (6):
# Order of results: TROY NFkB inh | Vif imaging | NCOA3 inh | TLR9-MyD88 block | NR5A2 inv ag | NR2F2 inh | NOD2 RIPK2 PPI | C8 TRAIL sens | SRC2 inh | SRC1 inh | EBV LMP1 NFkB
O=C(COC(=O)C1CCN(c2ccc(C(F)(F)F)cn2)CC1)NCc1ccc(F)cc1
 : -17 | -1 | -16 | 10 | -12 | -5 | 3 | 5 | 0 | -18 | 1
COc1ccc(C(=O)OCC(=O)NCC2CCCO2)c(F)c1 (stereo unspecified)
 : -5 | -4 | -1 | 2 | 17 | -4 | -2 | -10 | 13 | -6 | -6
Cc1ccc(-c2csc(/C(C#N)=C/Nc3ccccc3SC(F)(F)F)n2)c(C)c1
 : -3 | 13 | 3 | 0 | -6 | -1 | 3 | -6 | -6 | -3 | -11
O=C(CCCn1cncn1)N1CCCC(Nc2ccc(F)cc2)C1 (stereo unspecified)
 : -4 | 13 | 16 | 0 | -2 | 4 | -8 | -7 | -42 | 5 | -2
O=C(O)CN(c1ccccc1F)S(=O)(=O)c1ccccc1
 : 2 | 19 | 18 | 0 | 12 | -17 | -5 | -10 | 9 | 14 | -6
CCc1ccc(N2CC(C(=O)N3CCN(S(=O)(=O)c4cccc(F)c4)CC3)CC2=O)cc1 (stereo unspecified)
 : -2 | -2 | 5 | 0 | 24 | 3 | 0 | -3 | 1 | -1 | -2
